Source: PubChem
AmpC inh no detg: qHTS Inhibitors of AmpC Beta-Lactamase (assay without detergent); AmpC nitrocefin hydrolysis, absorbance 480 nm, 0.0001% Triton; Potency, µM (titrated, usually from 57.1 µM), for the others: at the highest dose activity change, negative = inhibition, most hits filed as inhibitors; P00811; hit rate 0.52% among 330,000;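 also: potency is read from the fitted curve at half-maximal effect; plate controls were no compound for no effect and no enzyme for full effect; nearly all actives have a fitted effect of over 20% in size; some results filed as inactive show a strong effect at the top dose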
Target sequence (P00811 whole entry, looked up): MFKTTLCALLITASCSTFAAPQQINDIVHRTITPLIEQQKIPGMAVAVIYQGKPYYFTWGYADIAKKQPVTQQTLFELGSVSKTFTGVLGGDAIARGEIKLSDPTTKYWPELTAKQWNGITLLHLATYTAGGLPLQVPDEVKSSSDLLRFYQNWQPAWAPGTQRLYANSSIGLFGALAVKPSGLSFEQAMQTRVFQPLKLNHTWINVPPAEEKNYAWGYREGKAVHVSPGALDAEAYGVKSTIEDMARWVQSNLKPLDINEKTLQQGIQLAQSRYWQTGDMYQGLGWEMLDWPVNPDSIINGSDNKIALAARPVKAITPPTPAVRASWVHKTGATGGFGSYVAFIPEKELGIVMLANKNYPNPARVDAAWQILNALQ
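20 mM phosphate pH 7.0 + 0.01% (detergent screen) or 0.0001% Triton X-100; 5.3 nM AmpC reagent; cpd preinc 15 min RT; nitrocefin (800 uM stock) to start; A480 q20 s × 4 min; Activity was normalised to no-enzyme and no-compound control wells.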
AMA1 RON2 block: qHTS for Inhibitors of AMA1-RON; Towards Development of Antimalarial Drug Lead: Primary Screen; Plasmodium falciparum AMA1 (3D7) - RON2 peptide interaction; AlphaScreen AMA1-biotinylated RON2 peptide binding; Potency, µM (titrated, usually from 58.2 µM), without a hit: at the highest dose activity change, negative = inhibition, most hits filed as inhibitors; hit rate 0.2% among 360,000; AID 720542, 2013;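 also: potency is read from the fitted curve at half-maximal effect; 0% = vehicle wells and -100% = peptide control; nearly all actives have a fitted effect of over 45% in size; some results filed as inactive show a strong effect at the top dose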
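AMA1 (3D7) with his tag at 25 nM final met compounds first, then biotinylated RON2 peptide at 25 nM; detection used donor plus acceptor beads, 10 µg/mL apiece, read by AlphaScreen after 30 min at room temperature.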
LmPK inh: qHTS Assay for Inhibitors of Leishmania Mexicana Pyruvate Kinase (LmPK); AID 1721, 2009; Potency, µM (series often up to 57.5 µM), inactives show at the highest dose activity change, negative = inhibition, most hits filed as inhibitors; hit rate 0.37% among 290,000; purified LmPK, Kinase-Glo ATP luminescence, 1 h; Q27686; also: potency is read from the fitted curve at half-maximal effect
Target sequence (Q27686 whole entry, looked up): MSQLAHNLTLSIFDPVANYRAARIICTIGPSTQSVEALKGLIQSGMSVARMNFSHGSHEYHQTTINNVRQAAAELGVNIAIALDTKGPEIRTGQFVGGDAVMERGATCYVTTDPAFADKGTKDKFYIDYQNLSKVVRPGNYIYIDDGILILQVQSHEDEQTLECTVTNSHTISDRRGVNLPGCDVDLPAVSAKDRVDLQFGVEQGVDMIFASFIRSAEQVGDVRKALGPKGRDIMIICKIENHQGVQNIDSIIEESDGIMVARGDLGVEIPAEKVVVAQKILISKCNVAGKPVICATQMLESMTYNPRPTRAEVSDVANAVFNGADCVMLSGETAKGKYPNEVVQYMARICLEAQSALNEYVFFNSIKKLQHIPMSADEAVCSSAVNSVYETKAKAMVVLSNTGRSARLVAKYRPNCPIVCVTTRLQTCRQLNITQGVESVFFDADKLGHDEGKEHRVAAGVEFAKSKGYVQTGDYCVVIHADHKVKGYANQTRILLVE
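qHTS format; LmPK 0.1 nM; substrates PEP 0.5 mM and ADP 0.1 mM. One-hour room-temperature incubation, then coupled luciferase luminescence; 0.5 nM enzyme wells mark activation.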
Tb PYK inh: qHTS of Trypanosoma Brucei Inhibitors; pyruvate kinase (Trypanosoma brucei), Q57TT1; TbPYK enzyme, Kinase-Glo Plus ATP luminescence, 45 min; Potency, µM (highest dose often 76.8 µM), for the others: top-dose activity, negative = inhibition, most hits filed as inhibitors; hit rate 0.12% among 410,000; AID 624173, 2012; also: potency is read from the fitted curve at half-maximal effect; nearly all actives have a fitted effect of over 50% in size
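T. brucei PYK with substrate was exposed to pin-transferred compounds across a concentration series, then started with 130 uM ADP (final). After 45 min at room temperature, Kinase-Glo Plus luminescence was read, normalized and curve-fitted.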
HCV inhibitor: qHTS Assay for Inhibitors of Hepatitis C Virus (HCV); hit rate 3.4% among 340,000; Potency, µM (top dose mostly 41.8 µM), for the others: top-dose activity change, negative = inhibition, hits mostly inhibitors; Huh7.5.1 HCVcc-Cre infection, luciferase reporter, 44 h; also: potency is read from the fitted curve at half-maximal effect
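Cells seeded at 1,000/well and cultured 4 h, then compounds added followed by HCVcc-Cre virus (~0.5 moi). After 44 h further culture, luciferase substrate was added, plates held 15 min at room temperature, and luminescence read for 15 sec.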
HCMV inh: qHTS Assay for inhibitors of the human cytomegalovirus (HCMV) | HFF cells, HCMV-luciferase reporter, 72 h; active compounds read low | AID 1259415, 2018 | activity change, negative = inhibition, % at 57.5 µM | hit rate 4.5% among 410,000; in the data active = activity change below about -60%; inconclusive = no clear call, values can overlap the other calls; inactive = above about -39%
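Luciferase read-out from HCMV-luciferase-infected HFFs (MOI 1 PFU/cell) 72 h post infection at 37C; compounds added after 16 h cell attachment; activity normalized between buffer-only basal and Salinomycin (10uM) inhibitor controls.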
AmpC inh detg: qHTS Inhibitors of AmpC Beta-Lactamase (assay with detergent). P00811. AmpC hydrolysis of nitrocefin, absorbance 480 nm, 0.01% Triton. Potency, µM (titrated, usually from 114 µM), for inactives: at the highest dose activity change, negative = inhibition, usual class: inhibitors. hit rate 0.041% among 370,000. AID 485294, 2010;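 also: potency is read from the fitted curve at half-maximal effect; 0% = no-compound wells and -100% = no-enzyme wells; nearly all actives have a fitted effect of over 25% in size; some results filed as inactive show a strong effect at the top dose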
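AmpC (5.3 nM in the dispensed reagent) in 20 mM phosphate pH 7.0 with 0.01% (detergent screen) or 0.0001% Triton X-100 was preincubated with compounds for 15 min at room temperature. Nitrocefin was then added from an 800 uM solution, and hydrolysis was followed at 480 nm.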
An asterisk follows results filed as active; [ ] = another dose, or the depositor's remark. Unless noted, calls follow the shape of the dose curve; as a rule, active = well fitted curve in the direction sought with a large enough effect; inconclusive = small, poorly fitted or top-dose-only effect, or another doubt; inactive = no such curve, though single readings can be large; an effect the other way counts as inactive or inconclusive. Unless noted, % is scaled to controls: 0 for no effect and ±100 for the full control effect. Outcome played no part in choosing rows; any-hit rate near 7.5%.

What do the screens show for `COc1cc(NC(=O)CSc2ncnc3scc(-c4ccccc4)c23)c(C(=O)O)cc1OC`?
AmpC inh no detg: -24%; AMA1 RON2 block: 8%; LmPK inh: -2%; Tb PYK inh: 4%; HCV inhibitor: 1%; HCMV inh: -24; AmpC inh detg: 0%

How did C[C@H](CO)N1C[C@H](C)[C@@H](CN(C)S(=O)(=O)c2cccs2)Oc2c(NC(=O)C3CCCCC3)cccc2C1=O do in these assays?
AmpC inh no detg: 123%[activator]; AMA1 RON2 block: 20%; Tb PYK inh: 0%; HCV inhibitor: -4%; HCMV inh: 9

How did CSc1ncnc2c1ncn2CCCN[C@H](C)c1cccc2ccccc12 do in these assays?
AMA1 RON2 block: 9%; Tb PYK inh: -1%; HCMV inh: inconclusive

What do the screens show for `COc1ccc(S(=O)(=O)N2CCCCC2)cc1NC(=O)Cn1cnc2ccccc2c1=O`?
AmpC inh no detg: 23%; AMA1 RON2 block: 8%; Tb PYK inh: 7%; HCV inhibitor: 10%; HCMV inh: inconclusive; AmpC inh detg: -5%

Results for N/C(=N\OC(=O)CCC1CCCC1)c1ccccn1 ?
AmpC inh no detg: -14%; AMA1 RON2 block: 8%; LmPK inh: inconclusive; Tb PYK inh: -24%; HCV inhibitor: 5%; HCMV inh: 58; AmpC inh detg: inconclusive

Results for CCOC(=O)c1c(-c2ccccc2)oc2cc(Br)c(OCc3ccccc3)cc12 ?
Tb PYK inh: -3%; HCMV inh: 10; AmpC inh detg: -9%

Results for Cc1oc(-c2ccccc2)cc1C(N)=O ?
AmpC inh no detg: -13%; AMA1 RON2 block: 44%[activator]; LmPK inh: -4%; Tb PYK inh: 4%; HCV inhibitor: 13%; HCMV inh: 96; AmpC inh detg: -2%

What do the screens show for `Cn1c(CCNS(=O)(=O)c2ccccc2)nnc1SCc1cccnc1`?
AmpC inh no detg: 2%; AMA1 RON2 block: 14%; LmPK inh: -7%; Tb PYK inh: 6%; HCV inhibitor: 4%; HCMV inh: 22; AmpC inh detg: -12%

What do the screens show for `Cc1ccc(C(=O)n2nc(-c3ccco3)nc2N)cc1`?
AmpC inh no detg: -15%; AMA1 RON2 block: -12%; LmPK inh: -2%; Tb PYK inh: -2%; HCV inhibitor: 27%; HCMV inh: 6; AmpC inh detg: -14%

Results for Cc1cc(Br)cn2c(CC(=O)N3CCCCC3)c(-c3ccc(F)cc3)nc12 ?
AMA1 RON2 block: -2%; Tb PYK inh: 5%; HCMV inh: 71

Results for O=C(c1cc2ccccc2oc1=O)N(c1ccc(Cl)cc1)C1C=CS(=O)(=O)C1 (stereo unspecified) ?
AmpC inh no detg: -28%; AMA1 RON2 block: 2%; LmPK inh: -3%; Tb PYK inh: 12%; HCV inhibitor: 10%; HCMV inh: inconclusive; AmpC inh detg: 2%

What do the screens show for `COc1ccc(CCNC(=O)C(=O)c2cn(CC(=O)N3CCOCC3)c3ccccc23)cc1OC`?
AmpC inh no detg: 108%[activator]; AMA1 RON2 block: -1%; LmPK inh: 6%; Tb PYK inh: 1%; HCV inhibitor: 2%; HCMV inh: 20; AmpC inh detg: -4%

How did CCOC(=O)CSc1nc(N)c(C(=O)Nc2ccc(N(C)C)cc2)s1 do in these assays?
AmpC inh no detg: -17%; AMA1 RON2 block: -6%; LmPK inh: -4%; Tb PYK inh: 5%; HCV inhibitor: 4%; HCMV inh: 24; AmpC inh detg: -17%

What do the screens show for `Cc1n[nH]c(C)c1S(=O)(=O)NCCc1ccc(Cl)cc1`?
AmpC inh no detg: -18%; AMA1 RON2 block: 5%; LmPK inh: -1%; Tb PYK inh: 6%; HCV inhibitor: inconclusive; HCMV inh: -22; AmpC inh detg: -2%

How did CN1CCN(c2cc(-c3cccc(C(=O)O)c3)nc3ccnn23)CC1 do in these assays?
AMA1 RON2 block: -2%; Tb PYK inh: 1%; HCMV inh: -6

What do the screens show for `O=C(Nc1nccs1)c1ccc(-c2ccc(F)cc2)o1`?
AmpC inh no detg: -45%; AMA1 RON2 block: 59%[activator]; LmPK inh: -3%; Tb PYK inh: -1%; HCV inhibitor: inconclusive; HCMV inh: 4; AmpC inh detg: -3%

How did CCOC(=O)c1ccc(NC(=O)CSc2nnc(Cn3c(=O)sc4ccccc43)n2C)cc1 do in these assays?
AmpC inh no detg: -25%; AMA1 RON2 block: -9%; LmPK inh: 4%; Tb PYK inh: -13%; HCV inhibitor: 5%; HCMV inh: 7; AmpC inh detg: -14%

What do the screens show for `O=C1NC(Cc2c[nH]c3ccccc23)C(=O)N1Cc1cccc2ccccc12` (stereo unspecified)?
AmpC inh no detg: -21%; AMA1 RON2 block: -23%; LmPK inh: 0%; Tb PYK inh: 2%; HCV inhibitor: -15%; HCMV inh: -22; AmpC inh detg: -9%

How did O=C(O)CCn1c(SCc2cc(=O)n3ccccc3n2)nc2ccsc2c1=O do in these assays?
AmpC inh no detg: -19%; AMA1 RON2 block: 2%; LmPK inh: 0%; Tb PYK inh: 1%; HCV inhibitor: 0%; HCMV inh: 94; AmpC inh detg: -4%

What do the screens show for `COc1ccccc1-c1c(C)nn2c(N3CCN(Cc4ccccc4)CC3)cc(C)nc12`?
AmpC inh no detg: 201%[activator]; AMA1 RON2 block: -5%; LmPK inh: 7%; Tb PYK inh: -3%; HCV inhibitor: inconclusive; HCMV inh: 76; AmpC inh detg: inconclusive

What do the screens show for `COc1ccc(CNC(=O)O[C@]23C[C@H]4C(=O)N(c5ccccc5)C(=O)[C@H]4C[C@@]2(O)CN(S(=O)(=O)c2ccc(C)cc2)C3)cc1OC`?
AMA1 RON2 block: 25%; Tb PYK inh: -1%; HCMV inh: -8

What do the screens show for `COc1ccc(C(=O)Nc2c(C(C)(C)C)nn(C)c2C(C)(C)C)cc1`?
AmpC inh no detg: -18%; AMA1 RON2 block: -15%; LmPK inh: 11%; Tb PYK inh: 1%; HCV inhibitor: 24%; HCMV inh: inconclusive; AmpC inh detg: 10%

Results for O=C(Nc1ccc(N2CCOCC2)cc1)c1cc2c(s1)CCCC2 ?
AmpC inh no detg: 15%; AMA1 RON2 block: -5%; LmPK inh: 1%; Tb PYK inh: -6%; HCV inhibitor: 4µM*; HCMV inh: inconclusive; AmpC inh detg: 4%

What do the screens show for `COc1ccccc1NS(=O)(=O)c1cccc(C(=O)N/N=C/c2ccc(NC(C)=O)cc2)c1`?
AmpC inh no detg: -31%; AMA1 RON2 block: -2%; LmPK inh: 0%; Tb PYK inh: -12%; HCV inhibitor: -4%; HCMV inh: -33; AmpC inh detg: -2%

What do the screens show for `CCOC(=O)Nc1sc2c(c1C(=O)OCC)CCC2`?
AmpC inh no detg: 2%; AMA1 RON2 block: 9%; LmPK inh: -2%; Tb PYK inh: 8%; HCV inhibitor: -26%; HCMV inh: -20; AmpC inh detg: -6%

What do the screens show for `O=C(CSc1nnc(-c2ccc(F)cc2)o1)c1ccc2c(c1)OCCO2`?
AmpC inh no detg: inconclusive; AMA1 RON2 block: 0%; LmPK inh: 0%; Tb PYK inh: 2%; HCV inhibitor: -4%; HCMV inh: 16; AmpC inh detg: inconclusive

Results for Cc1ccc(C)c(NC(=O)CCN2CC(C)CC(C)C2)c1 (stereo unspecified) ?
AmpC inh no detg: -21%; AMA1 RON2 block: -2%; LmPK inh: 13%; Tb PYK inh: 1%; HCV inhibitor: 2%; HCMV inh: -1; AmpC inh detg: inconclusive

How did CCN(CC)C(=O)CSc1nc(-c2ccccc2F)nc2c1Cc1c(CO)cnc(C)c1O2 do in these assays?
Tb PYK inh: 10%; HCMV inh: -5; AmpC inh detg: 16%

How did CCc1ccccc1NC(=O)CC(O)(C(=O)OC)C(F)(F)F (stereo unspecified) do in these assays?
AmpC inh no detg: -8%; AMA1 RON2 block: -7%; LmPK inh: -3%; Tb PYK inh: -8%; HCV inhibitor: 2%; HCMV inh: 52; AmpC inh detg: -8%

What do the screens show for `CCCN(CCC)CCNC(=O)C(NS(=O)(=O)c1ccc2c(c1)CCC(=O)N2)c1ccccc1` (stereo unspecified)?
AmpC inh no detg: -14%; AMA1 RON2 block: 7%; LmPK inh: -5%; Tb PYK inh: 5%; HCV inhibitor: 3%; AmpC inh detg: 3%

How did N#Cc1nc(Cc2ccccc2)oc1NCCN1CCOCC1 do in these assays?
AmpC inh no detg: -12%; AMA1 RON2 block: -2%; LmPK inh: -1%; Tb PYK inh: 3%; HCV inhibitor: 7%; HCMV inh: 7; AmpC inh detg: -7%

5 consecutive compounds out of the list so far:
What do the screens show for `COc1ccccc1NS(=O)(=O)c1cccc(C(=O)N/N=C/c2ccc(NC(C)=O)cc2)c1`?
AmpC inh no detg: -31%; AMA1 RON2 block: -2%; LmPK inh: 0%; Tb PYK inh: -12%; HCV inhibitor: -4%; HCMV inh: -33; AmpC inh detg: -2%

What do the screens show for `CCOC(=O)Nc1sc2c(c1C(=O)OCC)CCC2`?
AmpC inh no detg: 2%; AMA1 RON2 block: 9%; LmPK inh: -2%; Tb PYK inh: 8%; HCV inhibitor: -26%; HCMV inh: -20; AmpC inh detg: -6%

What do the screens show for `O=C(CSc1nnc(-c2ccc(F)cc2)o1)c1ccc2c(c1)OCCO2`?
AmpC inh no detg: inconclusive; AMA1 RON2 block: 0%; LmPK inh: 0%; Tb PYK inh: 2%; HCV inhibitor: -4%; HCMV inh: 16; AmpC inh detg: inconclusive

Results for Cc1ccc(C)c(NC(=O)CCN2CC(C)CC(C)C2)c1 (stereo unspecified) ?
AmpC inh no detg: -21%; AMA1 RON2 block: -2%; LmPK inh: 13%; Tb PYK inh: 1%; HCV inhibitor: 2%; HCMV inh: -1; AmpC inh detg: inconclusive

How did CCN(CC)C(=O)CSc1nc(-c2ccccc2F)nc2c1Cc1c(CO)cnc(C)c1O2 do in these assays?
Tb PYK inh: 10%; HCMV inh: -5; AmpC inh detg: 16%
